Screens deposited in PubChem BioAssay by several laboratories.
WT yeast gro inh: growth inhibition of WT strain, primary screen, mitochondrial fusion inhibitor project, WT and mutant strains, chemical genetic | mitochondrial fusion phenotypic screen | inhibition, % at 10 µM | 2.1% of 190,000 active; in the data active means inhibition above about 58%; tested in S. cerevisiae
P. falciparum M1AAP: P. falciparum M1AAP inhibitors, biochemical, fluorogenic H-Leu-NHMec substrate, 1536-well (AID 1445); Aminopeptidase N (Plasmodium falciparum (isolate 3D7)); recombinant M1AAP, H-Leu-NHMec fluorogenic kinetic assay; higher % means a stronger effect; inhibition, % at 30 µM; hits with a dose series show IC50 in µM; 0.42% of 220,000 active;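 active means primary inhibition above the hit cutoff, then over 50% inhibition at one or more dose response concentrations, cut at about 23% in these data, passing the limit was not always enough; inconclusive means conflicting primary data, or primary hits not chosen for dose response; inactive means low primary inhibition, or under 50% at every dose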;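 further: plate controls were DMSO full reaction for no effect and no enzyme background for full effect; strong numbers were not always called active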
Yfh1-off respiration: enhancers of respiration in Yfh1-depleted yeast, dose response, Friedreich's ataxia, plus single-dose screen (AID 1465); one-dose fold induction at 50 µM; EC50 in µM for titrated hits; 0.074% of 220,000 active; S. cerevisiae Yfh1-off respiration, WST-1 reduction, 72 h; higher fold induction means a stronger effect;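 active means fold induction of absorbance versus untreated yeast above a set limit, then at least 30% activation at any dose in follow-up; inconclusive means repeats straddling the limit, or above it without dose testing; inactive means fold induction below the set limit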;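 further: activators that raise dye reduction in frataxin-depleted yeast; strong numbers were not always called active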
Autophagy mod: autophagy modulators in MEF cells, primary screen, imaging, high-content, MEF GFP-LC3. MEF GFP-LC3 puncta imaging; test concentration mostly 10 µM. 0.98% of 190,000 active. calls only at 10 µM (by protocol);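 active means percentage of spot-positive cells more than 3 SD above its plate mean, without a fluorescence outlier flag or 80% toxicity; inconclusive means no clear call, values can overlap the other calls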;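 further: spot-positive cell cutoff set from DMSO-treated cells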
T cell modulator: modulators of CD8 T cell-vesicle binding, primary screen, mouse 2C CD8+ T cells, flow cytometry | 2C CD8+ T cell-vesicle binding; stronger effect = lower value | calls only at 7 µM | 0.068% of 330,000 active | AID 2052, 2009;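 active means response, share of CD8 T cells binding vesicles, and their 90th percentile fluorescence all below set limits, cut at about 80% in these data, passing the limit was not always enough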
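Material: murine 2C transgenic CD8+ T lymphocytes / Also added: QL9-peptide-loaded Drosophila micro-vesicles bearing Ld, ICAM-1 and B7-1 / Schedule: binding step 1.5 h, 37 °C, antibody labelling 20 min, ice / Signal: flow cytometry, PE anti-B7-1 (FL2) versus Alexa647 anti-CD8 (FL8), PFA-fixed / Evaluation: percent CD8+ FL2 mean versus row control / Benchmarks: naked versus QL9-loaded vesicles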
MT stabilizer: microtubule stabilizers in HeLa cells, primary screen, imaging, high-content imaging. % tubulin-high responders, % at 10 µM. 0.83% of 200,000 active. HeLa tubulin immunostaining HCS, 24 h; share of cells brighter than vehicle mean+2SD;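 active means plate Z-score above 3 for both tubulin-high and condensed-nucleus cell shares, with cell loss under 80%, at 10 µM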;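 further: anti alpha tubulin signal scored within the nucleus-defined area of each cell; some results filed as inactive read as strong as hits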
Dynein cargo inh: inhibitors of GR-EGFP nuclear translocation, primary screen, dynein cargo transport inhibitor project, imaging, high-content, 3617.4 mouse cells; test concentration mostly 20 µM; stimulated with dexamethasone, 1 µM; stronger effect = lower value; z-score, hits read low; 0.47% of 220,000 active; AID 1381, 2008;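 active means plate z-score of nuclear minus cytoplasmic receptor signal below a set negative limit, without overly bright fluorescence or cell loss, cut at about -3.5 in these data, passing the limit was not always enough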;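 further: z-score of nuclear minus cytoplasmic ring GR-EGFP intensity difference per well; some compounds called inactive have numbers as strong as hits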
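medium = tetracycline-free induction medium containing charcoal-stripped FBS | probe or stimulus = dexamethasone, 1.0 µM final | timing = 48 h induction, then 1 h compound, then 30 min agonist, 37 °C | detection = automated 10x imaging of fixed Hoechst-stained cells | read-out basis = nuclear versus cytoplasmic GR-EGFP signal, averaged per well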
P. falciparum M17LAP: P. falciparum M17LAP inhibitors, primary screen, biochemical, fluorogenic H-Leu-NHMec substrate, 1536-well (AID 1619); Leucine aminopeptidase (Plasmodium falciparum (isolate 3D7)); recombinant M17LAP, H-Leu-NHMec fluorogenic kinetic assay; higher % means a stronger effect; inhibition, % at 30 µM, or IC50 in µM where a hit was titrated; 0.38% of 220,000 active;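 active means compound inhibiting the enzyme by more than half at any dose during confirmatory dose-response retesting; inconclusive means strong single-dose inhibitors picked by rank but not retested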;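 further: plate controls were full reaction with DMSO carrier for no effect and no enzyme background for full effect; strong numbers were not always called active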
b-catenin transl: modulators of beta-catenin nuclear translocation, primary screen, imaging, HeLa cells, immunofluorescence, high-content | nuclear translocation activity, % at 5 µM | 0.3% of 190,000 active;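 active means nuclear translocation activity above 50% at 5 µM, with a well cell count of 50 or more; inconclusive means wells under 50 cells across six images, flagged as toxic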;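 further: per-cell ratio of nuclear to cytoplasmic median beta-catenin stain intensity; plate controls were DMSO negative control for no effect and GSK-3 inhibitor IX positive control for full effect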
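Test system: human HeLa cell line; Doses: 5 µM primary, 0.02–20 µM confirmation; Incubation: 24 h compound exposure, 37°C; Detection: beta-catenin immunofluorescence imaging with DAPI; Read-out: beta-catenin nuclear/cytoplasmic ratio, % activation.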
WT yeast gro inh mutant strain: also measured in WT yeast gro inh; calls as there; inhibition, %; mitochondrial fusion phenotypic screen, mutant strain inhibition
Dynein cargo inh cytoplasmic EGFP: recorded beside Dynein cargo inh, whose call it bears; z-score; measured here: cytoplasmic GR-EGFP intensity; stronger effect = higher value
Dynein cargo inh nuclear GR-EGFP: further read-out of Dynein cargo inh, marked with its call; z-score; measured here: nuclear GR-EGFP intensity;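 lower value marks the stronger effect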
Dynein cargo inh cell count: further read-out of Dynein cargo inh, marked with its call; z-score; measured here: cell count per field
b-catenin transl cell count 5 µM: also measured in b-catenin transl; calls as there; cell count; measured here: cell count, cytotoxicity flag
T cell modulator vesicle-bound %: recorded beside T cell modulator, whose call it bears; double positive events, %; measured here: CD8+ vesicle-bound cell fraction;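 binding gate set so that unloaded-vesicle control wells show 10% double positive cells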
MT stabilizer Hoechst-high %: also measured in MT stabilizer; calls as there; % Hoechst-high responders; measured here: nuclear condensation Hoechst responders;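 share of cells brighter than vehicle mean plus two SD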
MT stabilizer cytotoxicity %: second read-out of MT stabilizer, no call of its own (marks repeat the call); toxicity, %; measured here: cytotoxicity by cell density;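 0% = mean cell density of plate MIN control wells and 100% = no cells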
Autophagy mod cell loss 18 h: second read-out of Autophagy mod, no call of its own (marks repeat the call); toxicity, %; measured here: cell loss, nuclei count;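 cell loss after 18 h compound exposure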
Numbers without * were called inactive; i = inactive; ? = inconclusive; . = not tested or not shown.

compound,WT yeast gro inh,WT yeast gro inh mutant strain,P. falciparum M1AAP,Yfh1-off respiration,Autophagy mod,Autophagy mod cell loss 18 h,T cell modulator,T cell modulator vesicle-bound %,MT stabilizer,MT stabilizer Hoechst-high %,MT stabilizer cytotoxicity %,Dynein cargo inh,Dynein cargo inh cytoplasmic EGFP,Dynein cargo inh nuclear GR-EGFP,Dynein cargo inh cell count,P. falciparum M17LAP,b-catenin transl,b-catenin transl cell count 5 µM
CC(=O)c1ccc(-c2ccc(C(=O)N3CCCc4ccccc43)o2)cc1,44,-5,3%,i,i,1,i,7,5.9,10,23,0.11,-0.13,-0.046,0.26,1%,-1.1,1115
Cc1ccc(/C=N/NC(=O)C2(C)CC2(Br)Br)cc1 (stereo unspecified),-2,1,-1%,i,i,7,i,11,1.8,1.6,11,-0.88,-0.21,-0.4,0.32,-3%,-2.3,1068
Cc1nc(C)c(/C(O)=C/c2nc3ccccc3oc2=O)s1,42,39,8%,?,i,11,i,42,2.6,1.6,6.1,0.71,-0.3,0.13,-0.1,-11%,1.4,1118
Cn1c(=O)cc(OCCCC(=O)N2CCN(c3ccccn3)CC2)c2ccccc21,-10,-14,2%,i,i,6,i,46,2.1,1.8,4.8,-0.58,-0.24,0.21,0.27,11%,.,.
CN1C[C@@H]2C(c3ccc(C(F)(F)F)cc3)C3(c4ccccc4)CC2(C3)[C@H]1c1ccccc1 (stereo partly specified),.,.,-1%,i,.,.,i,29,.,.,.,0.085,-0.7,-0.0079,-0.46,-5%,-1.6,1399
Cc1ccc(C(=O)N/N=c2\sc3ccccc3n2C)cc1,-9,-8,7%,i,i,-5,i,11,5.0,2.8,11,0.77,-0.19,0.56,-0.9,4%,-0.1,1089
COc1cc(/C=C2/SC(=O)NC2=O)ccc1Oc1ccc([N+](=O)[O-])cc1[N+](=O)[O-],.,.,7%,i,.,.,i,24,.,.,.,-2.9,0.18,-0.91,-0.4,22%,-0.1,1368
COC(=O)c1ccc(NN=Nc2ccc(C)cc2)cc1,5,12,9%,i,i,4,i,47,3.6,2.7,0.3,2,-0.2,1.4,-1.6,-5%,-1.9,1324
CCOC(=O)N1CCN(S(=O)(=O)c2ccc(F)c(C(=O)Nc3ccc(C(C)C)cc3)c2)CC1,14,-25,7%,i,i,16,i,46,3.0,2.8,8.0,-0.4,-0.012,0.74,-0.18,-1%,-5.6,549
Cc1ccc(C(=O)OCc2cn(-c3ccccc3)nn2)cc1,17,12,-2%,i,i,20,i,58,2.2,2.8,3.7,0.49,-0.22,-0.096,0.41,3%,-0.6,1097
COc1ccc(C(=O)NCc2nnc(SCC(=O)NCc3ccc(F)cc3)o2)cc1,-1,10,-2%,i,i,40,i,34,1.9,1.3,7.0,0.92,-0.19,1.1,0.27,-9%,-1.9,1135
COc1ccc(C(=O)Nn2c(C)nnc2-n2nc(C)cc2C)cc1OC,-6,2,-1%,i,i,2,i,34,1.8,0.3,19,-0.54,-0.27,-0.043,0.29,19%,0.3,1239
N#C/C(=C\c1ccncc1)c1nc2ccccc2c(=O)[nH]1,-12,-7,5%,i,i,8,i,43,1.6,2.2,7.5,-0.1,-0.36,-0.62,1.1,30%,-1.1,1076
O=C(O)CCC(=O)Nc1ccc(S(=O)(=O)N2CCCC2)cc1,-1,-2,5%,i,i,20,i,46,3.2,1.8,0.7,2.6,-0.048,2.1,-1.4,11%,3.6,1105
Cc1ccc(Cl)cc1N1CCN(CC(=O)Nc2ccc3[nH]c(=O)[nH]c3c2)CC1,8,11,2%,i,i,4,i,18,3.7,1.2,3.4,-0.28,-0.27,-0.055,-0.15,-1%,.,.
NC(=O)COc1ccc(Nc2nnc(-c3ccc(O)cc3)c3ccccc23)cc1,.,.,20%,i,.,.,i,27,.,.,.,-0.0066,-0.29,0.65,-0.19,1%,0.6,1260
O=C1C=C(Nc2ccc(O)cc2)C(=O)c2ccccc21,.,.,7%,i,.,.,i,32,.,.,.,0.075,-0.24,-0.36,-0.54,-5%,21,796
COC(=O)C1CCN(Cc2cn(Cc3ccccc3)nc2-c2cc3ccccc3o2)CC1,29,24,1%,i,i,1,i,20,2.1,0.9,0.5,1.5,-0.23,0.47,-0.36,-15%,-0.2,919
C=CCNc1nc(NC(C)(C)CO)nc(OCC)n1,-4,4,2%,i,i,16,i,47,4.6,2.9,2.9,-0.41,-0.25,0.02,0.91,8%,.,.
COc1ccc(C2CC(c3ccc4ccccc4c3)=NN2C(=O)COC(=O)C2CCC(=O)N2)cc1 (stereo unspecified),14,8,2%,i,i,-5,i,32,3.9,3.4,7.4,0.52,-0.27,0.54,-0.13,-7%,-2.4,1075
Cc1ccc(S(=O)(=O)N2CCOCC2)cc1NC(=O)CN1CCN(c2ccc(O)cc2)CC1,-9,-3,7%,i,i,6,i,51,2.9,3.0,5.5,-0.85,-0.29,-0.52,-0.097,-10%,.,.
Cc1ccc(S(=O)(=O)Nc2ccc3c(c2)c2c(n3S(=O)(=O)c3ccc(C)cc3)CCCC2=O)cc1,12,3,-9%,i,i,2,i,4,5.9,0.7,2.4,0.14,-0.097,0.19,-0.9,-3%,-0.7,929
CC12CC3CC(C)(C1)CC(C(=O)NC1=NCCS1)(C3)C2,63,67,1%,i,i,2,i,47,2.1,1.6,4.2,1,-0.22,0.57,-0.66,5%,.,.
CC(c1ccccc1C(O)(c1ccccc1)c1ccccc1)N(C)C (stereo unspecified),15,13,1%,i,i,-3,i,63,2.8,1.9,16,0.29,-0.24,0.22,0.38,9%,-2.5,763
CCOC(=O)c1[nH]c2ccccc2c1NC(=O)c1cc(OC)c(OC)c(OC)c1,.,.,.,i,i,7,i,27,2.9,1.9,4.8,0.1,-0.25,0.12,0.025,.,.,.
O=C(Nc1nc2c(s1)CCCC2=O)c1cnccn1,16,28,6%,i,i,-3,i,13,2.6,1.5,6.1,-0.3,-0.19,-0.26,0.64,8%,0.4,1021
C/C(=N\NC(=O)Cc1cccn1C)c1ccc([N+](=O)[O-])cc1,.,.,4%,i,.,.,i,53,.,.,.,0.45,-0.28,-0.19,0.26,0%,-2.2,1203
O=C(O)c1ccc(/C=N/NC(=O)c2ccc(Br)cc2)cc1,-22,12,8%,i,i,-4,i,24,1.6,1.3,9.3,0.87,-0.014,0.7,-0.2,13%,2.3,967
COc1cc(CN2C(=O)C(NC(=O)c3ccco3)(C(F)(F)F)C3=C2CC(C)(C)CC3=O)cc(OC)c1 (stereo unspecified),2,2,1%,i,i,-3,i,50,1.3,1.3,3.8,0.23,-0.0017,0.52,-0.81,11%,-2.8,1158
Oc1ccccc1C1=Nc2ccccc2N=C(c2cccs2)C1,.,.,10%,i,i,-31,i,4,4.6,2.6,3.3,0.39,-0.22,0.48,-0.086,5%,.,.
Cc1ccc(C(c2nnnn2CS(=O)(=O)c2ccc(C)cc2)N2CCC(C(N)=O)CC2)cc1 (stereo unspecified),-6,3,3%,i,i,-11,i,28,4.7,2.1,10,-0.51,-0.19,-0.051,0.4,-6%,-2.7,1200
Cc1occc1C(=O)N/N=C/c1ccccc1[N+](=O)[O-],.,.,4%,i,.,.,i,24,.,.,.,1,-0.26,1.2,-0.88,-11%,2.3,1314
COC(=O)c1sc(NC(=O)CSc2nncs2)c(C(=O)OC)c1C,15,-11,3%,i,i,-13,i,41,1.8,1.8,9.8,2,-0.23,0.89,-0.11,11%,-0.8,995

Part of the list above, with two lines to a compound:
Below each SMILES – WT yeast gro inh	WT yeast gro inh mutant strain	P. falciparum M1AAP	Yfh1-off respiration	Autophagy mod	Autophagy mod cell loss 18 h	T cell modulator	T cell modulator vesicle-bound %	MT stabilizer	MT stabilizer Hoechst-high %	MT stabilizer cytotoxicity %	Dynein cargo inh	Dynein cargo inh cytoplasmic EGFP	Dynein cargo inh nuclear GR-EGFP	Dynein cargo inh cell count	P. falciparum M17LAP	b-catenin transl	b-catenin transl cell count 5 µM
Cc1nc(C)c(/C(O)=C/c2nc3ccccc3oc2=O)s1
  42	39	8%	?	i	11	i	42	2.6	1.6	6.1	0.71	-0.3	0.13	-0.1	-11%	1.4	1118
Cn1c(=O)cc(OCCCC(=O)N2CCN(c3ccccn3)CC2)c2ccccc21
  -10	-14	2%	i	i	6	i	46	2.1	1.8	4.8	-0.58	-0.24	0.21	0.27	11%	.	.
